# Compound activity as filed in PubChem BioAssay.
# GPR55 LPI antagonism = GPR55 antagonists blocking LPI-driven arrestin recruitment, primary screen, imaging, U2OS, beta-arrestin-GFP, LPI agonist (AID 2013); U2OS GPR55 beta-arrestin-GFP translocation imaging, LPI antagonism; higher % means a stronger effect; inhibition, % at 10 µM, or IC50 in µM where a hit was titrated; actives 0.13% (n = 290,000);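 active = spots per cell inhibited over 60%, with over 100 cells counted and total cytoplasm intensity under 500,000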;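 also: U2OS cells stably carrying GPR55 and arrestin-GFP stimulated by 5 µM LPI near EC80; imaged beta-arrestin-GFP aggregate spots per cell after agonist stimulation; plate controls were LPI-stimulated DMSO wells for no effect and DMSO wells without LPI for full effect; some results filed as inactive read as strong as hits; confirmed hits need IC50 under 10 µM and bright autofluorescent wells are also inconclusive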
# K1F lysis inhibition = inhibition of K1F phage lysis, E. coli UTI89, bacterial capsule biogenesis inhibitors, alamar blue (AID 488966); E. coli UTI89 K1F phage lysis, alamar blue, 2 h; higher % means a stronger effect; one-dose inhibition, % at 100 µM; IC50 in µM for titrated hits; actives 0.02% (n = 340,000);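 active = phage lysis inhibition, versus mean bacterial control, above a set limit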;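 also: capsule biogenesis inhibitors block K1F phage lysis so surviving cells raise fluorescence; higher fluorescence means more inhibition of phage lysis; actives were called in the ten point dose series up to 300 µM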
# KOR beta-arrestin-1 = KOR agonists, beta-arrestin recruitment, primary screen, cell-based, luminescence, uHTS (AID 1777); KOR beta-arrestin recruitment, luminescence; higher % means a stronger effect; activation, % at 10 µM; hits with a dose series show EC50 in µM; actives 0.02% (n = 280,000); in the data active = activation above about 50%, passing the limit was not always enough; also: a part of the inactive calls stands beside numbers as strong as those of hits
# GPR55 beta-arrestin = GPR55 agonists via beta-arrestin recruitment, primary screen, imaging, U2OS cells, beta-arrestin-GFP redistribution (AID 1961). U2OS GPR55 beta-arrestin-GFP redistribution imaging; higher % means a stronger effect. G-protein coupled receptor 55 (Homo sapiens). actives 0.048% (n = 290,000). activation, % at 10 µM; hits with a dose series show EC50 in µM;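 active = activation above 40% with more than 50 cells counted in the well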;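 also: U2OS osteosarcoma cells stably expressing GPR55 and beta-arrestin-GFP; plate controls were DMSO negative control for no effect and LPI positive control for full effect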
# KOR beta-arrestin-2 = KOR antagonists, beta-arrestin recruitment, cell-based, luminescence, uHTS (AID 1778) | Kappa-type opioid receptor (Homo sapiens) | actives 0.091% (n = 290,000) | KOR beta-arrestin recruitment, luminescence, antagonist mode; higher % means a stronger effect | inhibition, % at 10 µM, or IC50 in µM where a hit was titrated; in the data active = inhibition above about 50%; also: strong numbers were not always called active
# GPR35 arrestin U2OS = GPR35 antagonists blocking zaprinast-driven arrestin recruitment, primary screen, imaging, U2OS, beta-arrestin-GFP, zaprinast agonist (AID 2058) | U2OS GPR35 beta-arrestin-GFP translocation imaging, zaprinast antagonism; higher % means a stronger effect | G-protein coupled receptor 35 (Homo sapiens) | actives 0.052% (n = 290,000) | one-dose inhibition, % at 10 µM; IC50 in µM for titrated hits;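 active = inhibition of at least 50% with at least 30 cells and total cytoplasm GFP at most 10,000,000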
# NTR1 agonist = agonists of NTR1, primary screen, imaging, U2OS cells, beta-arrestin-GFP, high content (AID 493036) | activation, % at 20 µM | actives 0.17% (n = 330,000) | NTR1-U2OS beta-arrestin-GFP spot imaging, agonist mode;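 active = activation at or above 40% of the spot to cytoplasm intensity ratio, with at least 20 cells analyzed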;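 also: 0% = DMSO without peptide and 100% = 100 nM NTR1 peptide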
# Target sequence (P30989 whole entry, looked up): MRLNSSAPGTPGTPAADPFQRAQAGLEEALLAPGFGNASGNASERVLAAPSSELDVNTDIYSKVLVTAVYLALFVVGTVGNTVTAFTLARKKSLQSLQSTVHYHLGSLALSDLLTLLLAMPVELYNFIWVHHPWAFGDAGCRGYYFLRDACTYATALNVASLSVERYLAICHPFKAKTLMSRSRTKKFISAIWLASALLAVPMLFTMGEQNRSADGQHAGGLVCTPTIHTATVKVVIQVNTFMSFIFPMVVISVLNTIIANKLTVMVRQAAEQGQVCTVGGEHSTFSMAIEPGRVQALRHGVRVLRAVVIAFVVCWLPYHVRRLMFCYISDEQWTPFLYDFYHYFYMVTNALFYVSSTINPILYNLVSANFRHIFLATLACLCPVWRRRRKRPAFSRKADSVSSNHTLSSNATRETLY
# MgcRacGAP inhibition = MgcRacGAP GTPase-activating activity inhibitors, confirmation, biochemical, ADP Hunter fluorescence; Rac GTPase-activating protein 1 (Homo sapiens); MgcRacGAP-stimulated Rac1 GTP hydrolysis, ADP Hunter fluorescence; higher % means a stronger effect; GST-tagged Rac1 F28L mutant substrate; inhibition, % at 30 µM, or IC50 in µM where a hit was titrated; actives 0.6% (n = 340,000); AID 624330, 2012;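 active = first-screen hits whose inhibition reached a set limit at any dose in the follow-up dose series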;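 also: fluorescence reports GDP produced by GAP-driven GTP hydrolysis; strong numbers were not always called active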
# NOD1 inhibition = NOD1 signaling inhibitors, primary screen, cell-based, luminescence, uHTS (AID 1578). actives 1% (n = 290,000). NOD1-driven NF-kB luciferase reporter cells, luminescence; higher % means a stronger effect. inhibition, % at 4 µM, or EC50 in µM where a hit was titrated; in the data active = inhibition mostly above about 36%, no sharp cut-off; inactive = mostly below about 34%;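 also: HEK-293T reporter cells stimulated with the NOD1 agonist gamma-tri-DAP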
# NTR1 agonist cell count 20 µM = recorded beside NTR1 agonist, whose call it bears; cell count; measured here: cell count, cytotoxicity flag
# An asterisk follows results filed as active; . = no result given; [ ] = dose if it differs, or a comment. Not all compounds are listed, so the mix of outcomes need not match the whole.
SMILES,GPR55 LPI antagonism,K1F lysis inhibition,KOR beta-arrestin-1,GPR55 beta-arrestin,KOR beta-arrestin-2,GPR35 arrestin U2OS,NTR1 agonist,NTR1 agonist cell count 20 µM,MgcRacGAP inhibition,NOD1 inhibition
COc1ccccc1OC(=O)c1cc(Cl)nc2ccccc12,0%,0.1%,-0.9%,-0.2%,-20%,-1%,2.4,53,9%,-2%
CCN(CC)c1ccc2c(C)c(CO)c(=O)oc2c1,2%,3.5%,-2.0%,0.3%,-24%,11%,1.8,89,1%,-15%
OC(C#CCN1CCCCC1)(c1ccccc1)c1ccccc1,4%,3.8%,-0.5%,0.2%,-6%,18%,-0.6,64,6%,4%
COc1ccccc1NC(=O)NCCN1C(=O)C2C3C=CC(C3)C2C1=O (stereo not drawn),24%,4.8%,6.1%,-0.2%,10%,4%,1.0,59,6%,-20%
O=C1CN(C(=O)CNC(=O)c2cccc(Cl)c2)c2ccccc2N1,-2%,0.1%,-1.7%,-0.4%,-41%,-3%,-0.3,43,5%,-18%
Cc1ccc(-c2noc(CN(C(=O)CCN3C(=O)c4ccccc4C3=O)C(C)C)n2)cc1,22%,1.8%,-3.9%,-0.1%,31%,-2%,1.0,67,-2%,-15%
CC(C)C(=O)Nc1ccc(C(=O)N2CCN(C(=O)c3ccco3)CC2)cc1,-2%,.,2.9%,-0.1%,-7%,-2%,-4.0,76,.,-14%
CCOC(=O)C1CCCN(c2c(Nc3cccc(C)c3)c(=O)c2=O)C1 (stereo not drawn),1%,-0.8%,4.5%,0.4%,-11%,-7%,-1.0,102,9%,-15%
COc1ccc(NC(=O)C(CC(C)C)NC(=O)C2CCC(C)CC2)c(OC)c1 (stereo not drawn),-9%,1.1%[50 µM],-3.9%,-0.3%,15%,-2%,0.9,52,11%,7%
O=C(N(c1ccccc1)c1ccccc1)n1ccnc1,2%,0.4%,-4.5%,-0.3%,12%,1%,2.8,83,4%,-19%
CCCCNc1ccc(C(=O)O)cc1,4%,0.1%,2.8%,-0.1%,-6%,5%,-0.3,54,12%,-5%
CC(=O)Nc1cccc(Oc2cnc3ccccc3n2)c1,-9%,1.1%,-2.8%,0.0%,2%,11%,0.0,79,4%,-3%
O=[N+]([O-])c1cc(S(=O)(=O)Nc2ccccc2)ccc1N1CCN(c2ccccc2)CC1,22%,-0.6%[50 µM],8.8%,-0.1%,67%,-14%,23,62,-6%,15%
O=C(Nc1ccc(CN2CCOCC2)cc1)c1ccco1,-12%,-0.1%,-2.1%,-0.2%,2%,-10%,-0.6,50,10%,-30%
COc1ccc(/C=C(\NC(=O)c2ccco2)C(=O)NC(Cc2ccccc2)C(=O)O)cc1 (stereo not drawn),-3%,0.5%,2.0%,0.3%,-19%,-4%,0.9,56,5%,-15%
CCCCNc1nc(CC)c2c(c1C#N)CCCC2,5%,-0.2%,-6.2%,0.9%,36%,-16%,4.5,44,11%,24%
Cc1cccc2sc(NC(=O)[C@@H]3CCCN3C(=O)c3cccs3)nc12,4%,-1.7%,1.8%,0.3%,-32%,2%,-0.1,36,4%,10%
CCOC(=O)C(C)Oc1cccc2c(=O)n(CC(=O)N3CCc4ccccc43)ccc12 (stereo not drawn),-3%,-0.2%,-4.6%,0.3%,-17%,-8%,3.6,60,-5%,-9%
Cc1ccc(-c2nn(-c3ccccc3)cc2C2SCC(=O)N2Cc2ccccc2)o1 (stereo not drawn),9%,0.2%,5.0%,0.4%,-17%,0%,7.1,63,2%,12%
Cc1ccc(-n2c(SCC(=O)Nc3ccc(Cl)cc3)nc(O)cc2=O)cc1,-3%,0.4%,8.3%,0.3%,-23%,2%,1.2,60,8%,-33%
CC(=O)NC1=NN(C(C)=O)C(C)(c2ccc3ccccc3c2)S1 (stereo not drawn),-5%,1.5%[50 µM],3.9%,-0.3%,10%,-12%,1.8,45,3%,42%
CCCCn1c(O)c(N=NC(=O)c2ccco2)c2ccccc21,0%,-0.2%,2.9%,-0.2%,8%,17%,5.2,44,-4%,24%
CCOC(=O)C1CCCN(C(=O)COC(=O)c2ccc(C#N)cc2)C1 (stereo not drawn),-26%,-0.2%,1.2%,-0.3%,-15%,-8%,-1.4,72,9%,1%
COCC(=O)N1CCc2ccc(NC(=O)c3ccccc3Cl)cc2C1,-12%,1.2%,-3.5%,-0.1%,-39%[20 µM],17%,1.5,59,8%,-23%
CC1=CC(=O)C(C(C)C)=C/C1=N/OS(=O)(=O)c1ccccc1,16%,-1.6%,6.2%,1.8%,-54%,6%,26,62,7%,-5%
O=[N+]([O-])c1ccc(-n2cccn2)c(-c2nn[nH]n2)c1,9%,-1.3%,-5.5%,-0.3%,14%,-1%,-0.2,27,1%,0%
Cc1onc(-c2ccccc2Cl)c1C(=O)Nc1ccc(N2CCOCC2)cc1,1%,0.1%,-1.3%,-0.1%,16%,6%,-0.1,41,4%,6%
O=C(NNc1c(Cl)cc(Cl)cc1Cl)C1CCC1,-1%,1.6%[50 µM],-0.9%,0.2%,-11%,-6%,-0.1,61,9%,-16%
CCCn1c(SCC(=O)c2c(C)[nH]c(C)c2C(=O)OCC)nc2ccccc21,3%,2.8%,-2.8%,-0.1%,12%,-10%,-0.1,52,2%,-9%
CCOC(=O)Cc1cc(=O)n2[nH]c(C(C)(C)C)cc2n1,9%,-0.1%,-1.0%,0.0%,20%,-11%,0.4,53,-1%,-2%
CCC(C)(C(=O)NC1CCCC1)N(Cc1ccco1)C(=O)Cc1cccs1 (stereo not drawn),1%,0.3%,0.3%,-0.1%,33%,21%,0.1,68,2%,-2%
Cc1ccc(C(=O)c2cncc(Br)c2)cc1,1%,0.3%,7.2%,-0.1%,-5%,4%,-0.9,86,2%,49%*
O=[n+]1c2c(n([O-])c3ccccc31)CCC2,-6%,0.2%,-1.8%,-0.4%,29%,2%,2.1,85,7%,-20%
O=C(Nc1ccc(Cl)cc1)N1CCC(CO)(Cc2ccccc2)CC1,-4%,-0.3%,-2.8%,1.2%,-5%,-12%,0.4,38,5%,-34%
CCc1c(O)nc(SCc2ccc(F)cc2)[nH]c1=O,7%,0.1%,-5.3%,-0.1%,22%[20 µM],-5%,1.3,45,13%,-35%
CNc1nc(N)c([N+](=O)[O-])c(Nc2cccc(Cl)c2)n1,-2%,.,-3.3%,0.9%,-20%,-10%,4.1,51,.,-8%
O=C(N=C1SC2CS(=O)(=O)CC2N1CCc1ccc(F)cc1)C1CCCCC1 (stereo not drawn),-1%,0.2%,-5.5%,0.2%,6%,-6%,-0.9,66,11%,-18%
Cc1cccc(N2C(=O)CN(Cc3sccc3C)C2=S)c1,-11%,0.3%[50 µM],1.2%,-0.4%,-36%,1%,0.8,68,-5%,-6%
Cc1cc(NC(=O)CCCn2nc([N+](=O)[O-])c(Cl)c2C)no1,13%,0.0%[50 µM],3.0%,-0.8%,17%,-4%,0.0,63,3%,7%
O=CN1N=C(c2ccccc2)CC1c1ccccc1[N+](=O)[O-] (stereo not drawn),4%,3.5%,-4.8%,0.0%,3%,-5%,-0.7,56,10%,-21%
COC(=O)c1ccc(NC(=O)CN(c2ccc(OC)cc2)S(C)(=O)=O)cc1,-4%,-0.4%,1.5%,0.0%,0%,0%,-1.4,81,-1%,.
COc1ccccc1NC(=O)c1ccc(S(=O)(=O)N(C)C)cc1,8%,0.3%,-2.7%,-0.1%,-25%,-6%,5.1,55,5%,-2%
CC(=O)c1cccc(S(=O)(=O)Nc2ccc(N3CCOCC3)cc2)c1,8%,0.7%,-0.9%,-0.1%,-8%,-6%,0.3,47,7%,-9%
CCOC(=O)c1ccc(NC(=S)Nc2cc(C)cc(C)n2)cc1,12%,1.1%,-1.5%,0.2%,4%,2%,1.3,56,4%,-38%
O=C(COC(=O)C1C2CC3OC(=O)C1C3C2)Nc1cccc(C(F)(F)F)c1 (stereo not drawn),-6%,0.2%,1.7%,0.7%,-30%,-2%,2.4,39,4%,-1%
O=[N+]([O-])c1cccc(-c2nc3ccccc3s/c2=N/O)c1,2%,-0.1%,4.2%,-0.1%,12%,21%,3.4,59,8%,2%
CCCc1nc2oc3c(NCC4CCCO4)ncnc3c2c2c1COC(C)(C)C2 (stereo not drawn),5%,2.5%,-4.9%,0.0%,-7%,2%,5.2,77,9%,-5%
NC(=O)c1nn(CC(=O)Nc2ccc3c(c2)OCO3)cc1[N+](=O)[O-],15%,0.3%,-0.4%,-0.5%,-37%,-7%,0.2,50,11%,-46%
O=C1CCc2cc(S(=O)(=O)NC(Cc3ccccc3)C(=O)NCCC3=CCCCC3)ccc2N1 (stereo not drawn),1%,-0.6%,-4.2%,0.3%,-3%,-8%,5.8,61,6%,-5%
COc1ccc(-n2cc(CNC3CCOCC3)c(-c3cccc(F)c3)n2)cc1,-1%,0.0%,7.5%,-0.2%,-5%,2%,8.2,48,-4%,22%
COc1cccc(-c2ccc(C#N)c(SCC(=O)NCCc3ccc(Cl)cc3)n2)c1,10%,-0.3%[50 µM],-5.9%,0.2%,-36%,-2%,2.7,60,0%,-22%
COc1ccc2o/c(=N\O)c(C(=O)Nc3ccc(C)cc3)cc2c1,18%,-2.7%,.,-0.1%,-39%[20 µM],9%,.,.,7%,-10%
COc1ccc(C(C)NC(=O)c2ccncc2)cc1OC (stereo not drawn),-12%,-0.6%[50 µM],6.3%,-0.1%,-7%,-8%,4.0,60,7%,1%
Cn1cc(C(=O)N/N=C/C(Br)=C\c2ccccc2)ccc1=O,11%,-0.7%,0.5%,0.2%,-20%,12%,1.4,51,4%,12%

# Three compounds out of the list above, sorted by their value in GPR55 beta-arrestin, ascending:
mol	GPR55 LPI antagonism	KOR beta-arrestin-1	GPR55 beta-arrestin	KOR beta-arrestin-2	GPR35 arrestin U2OS	MgcRacGAP inhibition	NOD1 inhibition
COc1ccc(-n2cc(CNC3CCOCC3)c(-c3cccc(F)c3)n2)cc1	-1%	7.5%	-0.2%	-5%	2%	-4%	22%
O=[N+]([O-])c1cccc(-c2nc3ccccc3s/c2=N/O)c1	2%	4.2%	-0.1%	12%	21%	8%	2%
CCOC(=O)c1ccc(NC(=S)Nc2cc(C)cc(C)n2)cc1	12%	-1.5%	0.2%	4%	2%	4%	-38%
